# Vif-APOBEC3F blk = inhibitors of Vif-A3F interaction. 390,000 compounds, 0.2% hits. AID 602313. Potency, µM (series often up to 46.1 µM), for the others: at the highest dose activity, negative = active. HeLa A3F-eYFP + Vif (tagged APOBEC3F with the HIV-1 protein that degrades it), YFP fluorescence increase; also: % of control where 0% means no effect; nearly all actives have a fitted effect of over 65% in size
#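 HeLa cells stably expressing A3F-eYFP plus Vif, plated and incubated overnight at 37 deg C, then exposed to compounds overnight at 37 deg C. Blocked degradation read as raised yellow fluorescence (Ex 488/Em 500-530).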
# RGS4 inhibitor = inhibitors of human regulator of G protein signaling 4. AID 504845. 390,000 compounds, 0.039% hits. Potency, µM (highest dose often 114 µM), for the others: top-dose activity change, negative = inhibition, actives largely listed as inhibitors. Transcreener GDP fluorescence polarization, RGS4-accelerated GTP hydrolysis; also: % is scaled to controls: 0 for no effect and ±100 for the full control effect; nearly all actives have a fitted effect of over 75% in size; some results filed as inactive show a strong effect at the top dose
# Target sequence (P49798 whole entry, looked up): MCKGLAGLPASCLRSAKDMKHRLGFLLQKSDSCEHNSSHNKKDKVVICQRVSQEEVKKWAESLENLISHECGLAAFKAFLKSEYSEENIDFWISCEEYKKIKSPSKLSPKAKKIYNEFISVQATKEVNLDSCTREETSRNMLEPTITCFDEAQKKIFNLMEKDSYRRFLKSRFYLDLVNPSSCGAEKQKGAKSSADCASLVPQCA
#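 MLSMR compounds (23 nl, pin-transferred) preincubated 10 min at room temperature with a 500nM (2x) first reagent, then RGS4 at 900nM (2x) plus Transcreener GDP mix added; fluorescence polarization (620/688 nm) read before and after 90 min at 30 °C.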
# USP1-UAF1 inh = blocks the human USP1/UAF1 deubiquitinase complex; Potency, µM (highest dose often 57.1 µM), inactives show at the highest dose activity change, negative = inhibition, actives largely listed as inhibitors; 390,000 compounds, 0.23% hits; recombinant USP1/UAF1, Ub-Rhodamine cleavage fluorescence; O94782; also: % is scaled to controls: 0 for no effect and ±100 for the full control effect; nearly all actives have a fitted effect of over 60% in size; inactives centre near -12
#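 USP1/UAF1 complex at 1 nM was preincubated with compound for 15 min at room temperature, then Ub-Rho substrate (150nM final) was added. Fluorescence (480/540 nm) was read kinetically, 6 reads every 60 seconds.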
# TrxR1 substrate = substrates of rat thioredoxin reductase 1. AID 588456. purified TrxR1 substrate turnover, NADPH consumption readout. Potency, µM (top dose mostly 114 µM), without a hit: at the highest dose activity change, negative = substrate turnover. 390,000 compounds, 0.01% hits. O89049; also: % is scaled to controls: 0 for no effect and ±100 for the full control effect; nearly all actives have a fitted effect of over 50% in size
#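 Rat TrxR1, dispensed at 90 nM, was prereduced with 400 uM NADPH (final) for 5 min at ~22 deg C, then incubated with compound 15 min before 400 uM selenite. A first-read NADPH fluorescence drop versus no-compound background flagged substrates.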
# Vif-A3G inh = Vif-A3G binding inhibition; Q9HC16; HeLa A3G-eYFP + Vif (tagged APOBEC3G with the HIV-1 protein that degrades it), YFP fluorescence, overnight; Potency, µM (series often up to 46.1 µM), for the others: at the top dose activity, negative = active, most hits filed as inhibitors; 410,000 compounds, 0.076% hits; AID 602310;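 also: % is scaled to controls: 0 for no effect and ±100 for the full control effect; nearly all actives have a fitted effect of over 60% in size; hits raise eYFP signal because A3G escapes Vif-driven loss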
#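 HeLa cells stably expressing Vif and C-terminally eYFP-tagged A3G, seeded overnight at 37 deg C, then exposed to compound by pintool overnight at 37 deg C. Rise in yellow fluorescence (Ex 488/Em 500-530, Acumen) marks blocked Vif-driven A3G degradation.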
# ALOX12 inh = inhibitors of human 12S-lipoxygenase ALOX12 | purified 12hLO, xylenol orange hydroperoxide absorbance | Potency, µM (doses to about 108 µM), for inactives: top-dose activity change, negative = inhibition, actives largely listed as inhibitors | 580,000 compounds, 1.1% hits | AID 1671190; also: % is scaled to controls: 0 for no effect and ±100 for the full control effect
# Target sequence (P18054 whole entry, looked up): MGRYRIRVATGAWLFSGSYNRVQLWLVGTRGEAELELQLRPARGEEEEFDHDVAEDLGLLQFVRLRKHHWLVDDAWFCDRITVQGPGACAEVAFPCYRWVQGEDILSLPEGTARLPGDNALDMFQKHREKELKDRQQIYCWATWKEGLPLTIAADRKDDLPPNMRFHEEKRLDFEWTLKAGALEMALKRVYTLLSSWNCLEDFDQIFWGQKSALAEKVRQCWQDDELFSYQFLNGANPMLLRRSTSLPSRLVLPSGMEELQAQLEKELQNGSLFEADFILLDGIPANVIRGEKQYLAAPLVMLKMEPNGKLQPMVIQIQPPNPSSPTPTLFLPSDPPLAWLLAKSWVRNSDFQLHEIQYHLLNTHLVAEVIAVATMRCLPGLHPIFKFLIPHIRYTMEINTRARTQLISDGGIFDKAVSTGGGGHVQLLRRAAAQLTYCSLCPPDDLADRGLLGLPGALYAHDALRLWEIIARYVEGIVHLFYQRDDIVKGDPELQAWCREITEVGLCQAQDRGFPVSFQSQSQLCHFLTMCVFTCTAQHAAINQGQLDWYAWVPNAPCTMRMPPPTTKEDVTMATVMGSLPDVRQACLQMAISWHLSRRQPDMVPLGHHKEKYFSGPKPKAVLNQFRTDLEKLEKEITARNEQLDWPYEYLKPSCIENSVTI
#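 Hydroperoxide product was detected by ferrous iron/xylenol orange as the 573 to 405 nm absorbance ratio. Arachidonic acid at 40 uM (final) was turned over for 30 min at room temperature by 150 nM human 12hLO, pH 7.0 Hepes buffer, after 15 min compound preincubation.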
# TrxR1 inh = inhibitors of rat thioredoxin reductase 1. 390,000 compounds, 1% hits. recombinant rTrxR1, NADPH fluorescence consumption, selenite substrate. Potency, µM (doses to about 114 µM), for the others: at the highest dose activity change, negative = inhibition, actives largely listed as inhibitors. O89049; also: % is scaled to controls: 0 for no effect and ±100 for the full control effect; nearly all actives have a fitted effect of over 65% in size
#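 Rat TrxR1 (90 nM in the dispensed reagent) was pre-reduced with 400 uM NADPH for 5 min at room temperature, then incubated with compound for 15 min. After 400 uM selenite was added, NADPH fluorescence (Ex 340/Em 450 nm) was followed for 8 min.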
# IDH1 R132H inh = inhibitors of human mutant IDH1 R132H; O75874; Potency, µM (titrated, usually from 76.6 µM), for the others: at the top dose activity change, negative = inhibition, hits mostly inhibitors; 390,000 compounds, 0.093% hits; AID 602179; IDH1-R132H enzyme, NADPH consumption, diaphorase/resazurin fluorescence; also: % is scaled to controls: 0 for no effect and ±100 for the full control effect; nearly all actives have a fitted effect of over 65% in size
#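 IDH1-R132H (0.5 ug/mL) preincubated 30 min with compound, then NADPH (0.016 mM) and alpha-KG (2 mM) added; 80 min at RT, pH 7.5. Remaining NADPH coupled via diaphorase/resazurin to fluorescence (540/590 nm); concentration-response curves normalized to no-enzyme control.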
# RXFP1 ag = activates the human relaxin receptor RXFP1; Q9HBX9; HEK293T-RXFP1 cAMP TR-FRET, 30 min; response scale: percent of porcine relaxin response, buffer zero; Potency, µM (top dose mostly 57.5 µM), without a hit: at the top dose activation, hits mostly activators; 370,000 compounds, 0.3% hits; AID 2676; also: % is scaled to controls: 0 for no effect and ±100 for the full control effect; nearly all actives have a fitted effect of over 60% in size; many of its hits are not listed in these tables
#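 HEK293T cells stably expressing RXFP1 were pretreated with the PDE4 inhibitor Ro 20174, exposed to compounds for 30 min at 37C, lysed, and cAMP was read by TR-FRET. Data normalized to buffer (basal) and 29 nM porcine relaxin (100%).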
# Numbers without * were called inactive; ? = inconclusive; · = no result given; & = joins results of further samples; [ ] = another dose, or the depositor's remark. Calls follow the shape of the dose curve; as a rule, active = well fitted curve in the direction sought with a large enough effect; inconclusive = small, poorly fitted or top-dose-only effect, or another doubt; inactive = no such curve, though single readings can be large; an effect the other way counts as inactive or inconclusive. Potency is read from the fitted curve at half-maximal effect.
molecule,Vif-APOBEC3F blk,RGS4 inhibitor,USP1-UAF1 inh,TrxR1 substrate,Vif-A3G inh,ALOX12 inh,TrxR1 inh,IDH1 R132H inh,RXFP1 ag
CCOc1ccc2ccccc2c1CNCCCN1CCOCC1,0%,·,?,·,-3%,?,·,8%,·
COc1cc(/C=C(\C#N)C(=O)Nc2cccnc2)ccc1OC(C)C,0%,-7%,-15%,-4%,-1%,0%,-10%,-1%,0.1%
Cc1cc(NC(=O)CN2CCCC(C)C2)no1 (stereo not given),-10%,-17%,-24%,13%[11.4 µM],-3%,?,22%[11.4 µM],7%,-2.1%
CCc1ccc(NC(=O)c2cc(S(=O)(=O)N3CCCCCC3)ccc2F)cc1,-1%,10%,-9%,-2%[57.1 µM],1%,?,1%[57.1 µM],3%,2.8%
CCSC1=NC(C)(C)C=C(/C=C/c2ccc(Cl)cc2Cl)N1,-14%,?,-27%,8%,-28%,40µM*,?,5%,-0.6%
COc1ccc(N2CSC3=C(C#N)C(c4cc(OC)ccc4OC)CC(=O)N3C2)c(OC)c1 (stereo not given),0%,?,?,0%[57.1 µM],0%,·,14µM*,16%,1.5%
CCOc1ccc(CNC(=O)c2cccc(NC(=O)C3=C(C)OCCS3)c2)cc1,7%,-6%,-12%,0%,6%,0%,19%,-1%,2.6%
O=C(NC1=NCCS1)C1CCN(S(=O)(=O)c2cc([N+](=O)[O-])ccc2Cl)CC1,?,-22%,-7%,5%,?,?,-14%,3%,·
COc1ccc(OC)c(-c2noc(CSc3nnc(Cc4ccccc4)n3-c3cccc(C)c3)n2)c1,2%,-12%,-8%,-6%,0%,-6%,10%,-24%,0.6%
O=S(=O)(c1ccccc1)N(CC(O)CN1CCCCC1)c1ccccc1 (stereo not given),-6%,24%,-6%,13%[57.1 µM],0%,0%[57.4 µM],9%[57.1 µM],2%,-1.4%
COc1ccccc1NC(=O)Cn1c(=O)n(Cc2nc(-c3ccccc3)no2)c(=O)c2ccccc21,-2%,0%,-20%,0%,-1%,-12%,22%,43%[activator],2.8%
O=C(Nc1nnc(C2CC2)s1)c1cc(S(=O)(=O)N2CCN(c3ccccc3)CC2)ccc1Cl,0%,-11%,-13%,0%[57.1 µM],1%,15%,-1%[57.1 µM],6%,0.9%
O=C(Nc1ccc2c(c1)OCO2)C(c1ccc(Cl)cc1)N1CCN(C(=O)c2ccco2)CC1 (stereo not given),-1%,-14%,-7%,-4%,1%,-33%,-21%,-3%,-0.6%
COc1ccc(/C=C\c2onc(C)c2S(=O)(=O)N2CCC(C(=O)Nc3cccc(Cl)c3)CC2)cc1,-4%,9%,-12%,2%,6%,?,-5%,-30%,-0.3%
CCCCSC1=C(C#N)C(c2ccccc2C)CC(=O)N1 (stereo not given),-3%,0%,-26%,2%,-12%,0%,6%,13%,0.8%
O=C(Cc1cccs1)N(CC1CCCO1)C1(C(=O)NC2CCCCC2)CCCCC1 (stereo not given),13%,11%,-15%,6%[57.1 µM],1%,35%,25%[57.1 µM],0%,-3.4%
CC(C)NC(=O)CSc1ccccc1C(=O)N1CCN(S(=O)(=O)/C=C/c2ccccc2)CC1,0%,-12%,-7%,-6%,0%,53%[activator],-1%,4%,0.4%
CCC(C)(C(=O)NC1CCCCC1)N(C(=O)c1cnccn1)c1c(C)n(C)n(-c2ccccc2)c1=O (stereo not given),-8%,-5%,-7%,8%,1%,-21%,18%,8%,0.0%
S=c1[nH]nc(COc2ccccc2)n1/N=C/c1ccccc1Br,-8%,-4%,-3%,8%[57.1 µM],0%,?,-20%[57.1 µM],0%,-0.1%
C=CCn1c(C(C)NC(=O)c2ccc(C)cc2)n[nH]c1=S (stereo not given),5%,-36%,-15%,-4%,1%,-23%,-20%,8%,0.4%
CCOc1ccc(C(=O)NCC(=O)N2CCC(C)CC2)cc1OCC,-24%,17%,-16%,9%[57.1 µM],-1%,0%,14%[57.1 µM],0%,-1.3%
CNC(=O)c1ccsc1NC(=O)c1ccc(S(=O)(=O)N2CCOCC2)cc1,8%,-7%,-13%,-6%,4%,-15%,-8%,0%,3.0%
Cc1ccc(-c2csc3nc4ccc(C(=O)NCCO)cc4c(=O)n23)cc1,0%,-9%,-30%,51%[activator],-4%,-1%,-16%,-1%[38.3 µM],6.5%
O=C(CN1CCN(c2ncc(C(F)(F)F)cc2Cl)CC1)NCCNc1ncc(C(F)(F)F)cc1Cl,-1%,-1%,-19%,-14%,1%,?,13%[0.457 µM],10%,0.4%
CC(C)[C@H]1COCCS(=O)(=O)N1Cc1cccc(Cl)c1,1%,6%,-23%,-1%&-9%,3%&-3%,-5%,-12%&-10%,5%,-1.3%
O=C(COC(=O)c1ccccn1)NCc1ccccc1Cl,9%,-2%,2%,4%,-6%,-18%,19%,3%,-1.0%
CN(C)S(=O)(=O)c1ccc(C(=O)N2CCCC2c2nc3ccccc3s2)cc1 (stereo not given),5%,-43%,-16%,-3%,2%,27%,9%,7%,1.3%
CCn1nc(C)cc1C(=O)N1CCCC(C(=O)c2ccccc2SC)C1 (stereo not given),-5%,12%,-11%,0%,1%,-3%,21%,-1%,-3.8%
COc1cccc(CNC(=O)c2ccc3c(c2)N(C)CCS3)c1OC,1%,17%,-18%,81%[activator][57.1 µM],0%,-3%,37%[57.1 µM],4%,17%
O=C(COC(=O)c1ccccc1Cl)NCc1ccco1,-6%,-17%,-5%,-14%,2%,200%[activator],-28%,17%,·
COc1ccc(NS(=O)(=O)c2cc(NC(=O)c3ccncc3)ccc2N2CCOCC2)cc1,0%,-7%,-10%,-16%,-7%,-23%,3%[57.1 µM],5%,4.0%
COc1ccc(NC(=O)NCc2ccc3c(c2)OCO3)c(OC)c1,4%,7%,-9%,3%,-5%,-7%,14%,-6%,0.3%
O=S(=O)(Cc1cc(Sc2ccccc2)nc(-c2ccccc2)n1)c1ccccc1,2%,-36%[11.4 µM],?,-8%,2%,187%[activator],10%[57.1 µM],-1%,0.0%
N#CCc1cccnc1Sc1ccc(Cl)cc1,1%,-7%,-21%,9%,-2%,4%,28%,2%,·
Cc1ccc(NC(=O)C2CCN(S(=O)(=O)c3c(C)noc3C)CC2)c(C)c1,0%,16%,?,13%,4%,-23%,8%,-11%,1.0%
COc1ccc(-n2ncc3c(N4CCC(C(N)=O)CC4)ncnc32)cc1,-16%,-12%,-17%,11%,-1%,-7%,19%,10%,?

# An excerpt from above in order of the ALOX12 inh value, high to low.
SMILES	ALOX12 inh
N#CCc1cccnc1Sc1ccc(Cl)cc1	4%
COc1cccc(CNC(=O)c2ccc3c(c2)N(C)CCS3)c1OC	-3%
COc1ccc(NS(=O)(=O)c2cc(NC(=O)c3ccncc3)ccc2N2CCOCC2)cc1	-23%

# Continued.
molecule,Vif-APOBEC3F blk,RGS4 inhibitor,USP1-UAF1 inh,TrxR1 substrate,Vif-A3G inh,ALOX12 inh,TrxR1 inh,IDH1 R132H inh,RXFP1 ag
O=C(N/C(=C\c1cccc([N+](=O)[O-])c1)C(=O)N1CCOCC1)c1ccco1,?,-30%,-18%,7%[57.1 µM],4%,-14%,15%[57.1 µM],3%,1.9%
COc1ccccc1CNS(=O)(=O)c1cc(C(=O)N(C)Cc2cccnc2)c(Cl)cc1Cl,0%,11%,-1%,-1%,2%,2%,14%,-2%,·
O=C(N/N=C/c1cn(-c2cccs2)nc1-c1ccccc1)c1ccccc1Br,3%,-11%,-11%,2%,-11%,-12%,13%,-18%,1.0%
CN(C)CCN1C(=O)C(O)=C(C(=O)c2cc3ccccc3o2)C1c1ccc(N(C)C)cc1 (stereo not given),-1%,7%,?,-3%,0%,6%,-10%,1%,-1.1%
CC(=O)Nc1ccc(NC(=O)C2CCN(S(C)(=O)=O)CC2)cc1,-1%,·,-16%,·,-3%,2%,·,-9%,·
CCOC(=O)C1=C(N)Oc2c(oc(CO)cc2=O)C1c1c(F)cccc1Cl (stereo not given),4%,22%,-9%,8%[57.1 µM],-2%,0%,-2%[57.1 µM],7%,-0.3%
C=CCN(C(=O)c1cccc(C(F)(F)F)c1)C1(C(=O)Nc2ccccc2)CCN(C(C)C)CC1,1%,-13%,-3%,-8%,-2%,-6%,8%[57.1 µM],0%,3.6%
COc1ccc(-n2c(SCC(=O)Nc3ccc(C(N)=O)cc3)nc3c([nH]c4ccccc43)c2=O)cc1OC,-17%,5%,-6%,2%,?,-4%,6%,-12%,0.6%
N#Cc1ccccc1Cn1c(=O)n(CCCC(=O)NCc2ccccc2Cl)c(=O)c2ccccc21,10%,7%,2%,15%,2%,-27%,-14%,13%,0.3%
Fc1ccc(-n2c(-c3ccco3)nc3nc4ccccc4nc32)cc1,-19%,-8%,-11%,81%[activator],1%,0%,9%,8%,10%
Cc1ccc(-n2c(=S)sc3c(=O)n(-c4ccc(F)cc4)c(SCC(=O)O)nc32)cc1C,1%,13%,-25%,-11%[57.1 µM],3%,0%,-1%,?,2.6%

# Source: PubChem BioAssay (National Center for Advancing Translational Sciences (NCATS))

# This is a subset; the hit share may differ from the screen's.
